Screens: PubChem, National Center for Advancing Translational Sciences (NCATS)
PTAP TSG101 blk – blocks PTAP/TSG101 interaction to inhibit HIV-1 budding; Q99816; Fluorescence polarization, FITC-PTAP peptide / Tsg101 binding; Potency, µM (titrated, usually from 115 µM), for the others: at the top dose activity change, negative = inhibition, hits mostly inhibitors; 340,000 tested, under 10 active; active means well fitted inhibition curve with a large enough effect in the main read-out, with a control signal flat, not every such curve was filed as active; inconclusive means small, poorly fitted or top-dose-only effect, or effect the other way, or a change in a side signal; inactive means no such curve, though single readings can be large or run the other way; further: potency means the concentration at half of the fitted maximal effect; % of control where 0% means no effect
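Fluorescence polarization binding of Tsg101 binding domain (10 uM final) to FITC-labeled PTAP peptide (50 nM final) in HEPES pH 7.5 buffer with NaCl, Tween 20, EDTA, TCEP. Compounds added before peptide; binding 20 min at RT.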
Mito fusion yeast – mitochondrial division inhibition or fusion activation | hit rate 0.23% among 320,000 | Potency, µM (doses to about 46.1 µM), inactives show at the top dose growth rescue (activation), usual class: activators | S. cerevisiae fusion-defective mutant growth rescue, CellTiterGlo 48 h;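 further: potency means the concentration at half of the fitted maximal effect; % of control where 0% means no effect; nearly all actives have a fitted effect of over 45% in size; temperature-sensitive fusion mutants such as fzo1-1 at 37 °C on non-fermentable ethanol glycerol medium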
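Read-out: ATP-based luminescence (CellTiterGlo, 10 min ambient) reporting growth of fusion-defective ts yeast after 48 hours at 37C on glycerol/ethanol YPEG medium in the presence of compound.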
TCR act – T cell receptor activation; primary human leukocytes, anti-CD3, IL-2 HTRF, 48 h; 330,000 tested, under 10 active; Potency, µM (top dose mostly 9.22 µM), for the others: at the highest dose activation of IL-2 secretion, actives largely listed as activators; further: % of control where 0% means no effect
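Compounds are tested in HTS on primary human leukocytes co-incubated with a-CD3 beads for 48 hr. IL-2 output is measured by time-resolved FRET.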
Eya2 phos inh – Eya2 (human) phosphatase inhibition; O00167; recombinant Eya2, OMFP fluorescence dephosphorylation (OMFP is methylfluorescein phosphate); Potency, µM (doses to about 76.9 µM), without a hit: at the top dose activity, negative = inhibition, usual class: inhibitors; hit rate 0.006% among 330,000; further: potency means the concentration at half of the fitted maximal effect; on the % scale 0 is the no-effect control and ±100 the full control effect
Target sequence (O00167 whole entry, looked up): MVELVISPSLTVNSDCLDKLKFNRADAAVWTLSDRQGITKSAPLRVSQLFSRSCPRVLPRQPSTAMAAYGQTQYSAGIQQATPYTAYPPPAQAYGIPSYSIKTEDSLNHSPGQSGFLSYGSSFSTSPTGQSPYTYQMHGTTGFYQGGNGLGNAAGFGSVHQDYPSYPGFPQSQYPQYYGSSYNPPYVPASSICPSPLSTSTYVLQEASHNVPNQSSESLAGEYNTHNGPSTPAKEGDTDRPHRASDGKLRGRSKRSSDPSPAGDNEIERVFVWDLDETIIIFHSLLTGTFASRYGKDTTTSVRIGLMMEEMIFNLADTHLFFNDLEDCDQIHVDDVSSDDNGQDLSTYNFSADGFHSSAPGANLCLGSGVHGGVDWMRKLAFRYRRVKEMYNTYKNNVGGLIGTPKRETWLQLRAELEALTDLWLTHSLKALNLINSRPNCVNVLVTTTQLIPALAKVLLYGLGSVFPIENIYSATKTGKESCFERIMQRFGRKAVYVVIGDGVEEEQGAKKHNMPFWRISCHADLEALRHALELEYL
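Eya2 protein (added as 0.2 uM solution) was preincubated with compound for 10 min at ambient temperature in 50 mM HEPES pH 7.5, 50 mM NaCl, 5 uM MgCl2, 0.05% BSA, 1 mM DTT. OMFP (added at 50 uM) then reacted 10 min; fluorescence read at 485/525 nm.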
TSHR antag – blocks TSH signaling through the human TSH receptor | P16473 | TSHR-expressing cells, TSH-stimulated cAMP HTRF, 2 h; hits give low values | activity change, negative = inhibition, % at 11.5 µM | hit rate 0.2% among 330,000;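 active means activity change below a set negative limit, meaning inhibition stronger than a set level, cut at about -70% in these data; inconclusive means activity change between two set negative limits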; further: on the % scale 0 is the no-effect control and ±100 the full control effect
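Cell-based HTRF cAMP assay; TSHR cells + compound, TSH EC80 (4nM final), 2 h, 37 deg C. Lysis with anti-cAMP cryptate and cAMP-d2, 30 min RT, read 665/620 nm.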
uPA surface inh – blocks generation of uPA at the cell surface. cell surface uPA generation assay, qHTS. Potency, µM (highest dose often 38.3 µM), for inactives: top-dose activity change, negative = inhibition, actives largely listed as inhibitors. hit rate 0.31% among 330,000. AID 540303; active means well fitted inhibition curve with a large enough effect; inconclusive means small, poorly fitted or top-dose-only effect; inactive means no such curve, though single readings can be large or run the other way; tested in mouse RAW 264.7 cells; further: potency means the concentration at half of the fitted maximal effect; on the % scale 0 is the no-effect control and ±100 the full control effect; nearly all actives have a fitted effect of over 55% in size
Chronic BCR inh – blocks chronic active B-cell receptor signaling. hit rate 0.05% among 340,000. ABC-DLBCL IkBa-CBG/CBR reporter, luminescence ratio, 4 h. AID 493014. Potency, µM (titrated, usually from 46.1 µM), inactives show at the top dose ratio change, negative = lower green/red ratio, actives largely listed as inhibitors; active means well fitted inhibition curve with a large enough effect in the signal ratio, with a control signal flat, not every such curve was filed as active; inconclusive means small, poorly fitted or top-dose-only effect, or effect the other way, or a change in a side signal; the % refers to the signal ratio;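 further: potency means the concentration at half of the fitted maximal effect; plate controls were basal doxycycline-induced cells for no effect and cells given 10 µM MG132 for full effect; MG132 reads +100%, hits lower the ratio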
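Doxycycline induced both beetle luciferases in TMD8 lymphoma cells; IKK-driven degradation limits the IkappaBalpha-fused green signal, while red luminescence normalises for cell number and nonspecific effects. Compounds tested up to 46 uM, 4 hrs.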
B2AR arrestin – beta2AR (human) beta-arrestin recruitment activity; P07550; beta-arrestin recruitment to beta2AR, cell-based reporter; Potency, µM (titrated, usually from 46.1 µM), for inactives: at the highest dose activation, hits mostly activators; hit rate 0.02% among 330,000; AID 492947;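 further: potency means the concentration at half of the fitted maximal effect; 0% = DMSO controls and full agonism = EC100 isoproterenol or metaproterenol; nearly all actives have a fitted effect of over 65% in size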
Tb PFK inh – inhibitors of T. brucei phosphofructokinase. AID 485367. Potency, µM (series often up to 57.5 µM), without a hit: at the top dose activity, negative = inhibition, actives largely listed as inhibitors. T. brucei PFK, ADP-Glo luminescence. O15648. hit rate 0.17% among 330,000;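 further: potency means the concentration at half of the fitted maximal effect; 0% = uninhibited 1x PFK enzyme wells and -100% = no-enzyme wells; nearly all actives have a fitted effect of over 60% in size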
Target sequence (O15648 whole entry, looked up): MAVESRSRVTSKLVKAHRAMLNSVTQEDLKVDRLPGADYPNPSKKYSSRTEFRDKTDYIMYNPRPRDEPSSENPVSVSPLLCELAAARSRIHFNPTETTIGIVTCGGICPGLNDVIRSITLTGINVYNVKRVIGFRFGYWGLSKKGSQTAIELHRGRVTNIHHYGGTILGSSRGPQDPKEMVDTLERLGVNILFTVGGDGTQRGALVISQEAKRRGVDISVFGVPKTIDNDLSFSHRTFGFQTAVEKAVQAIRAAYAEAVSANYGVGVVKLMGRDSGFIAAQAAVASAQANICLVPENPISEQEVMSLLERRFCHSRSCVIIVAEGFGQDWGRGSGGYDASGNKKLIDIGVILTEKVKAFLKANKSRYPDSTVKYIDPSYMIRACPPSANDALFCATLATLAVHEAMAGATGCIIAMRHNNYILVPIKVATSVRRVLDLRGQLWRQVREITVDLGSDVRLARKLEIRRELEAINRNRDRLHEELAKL
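Luminescent ADP detection (ADP-Glo, two-step: ATP depletion then ADP-to-ATP conversion for luciferase) reported PFK activity after 45 min room-temperature reaction of 1.25 nM enzyme with 0.5 mM F6P and 0.1 mM ATP at pH 8.0.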
ELG1 DNA repair – blocks ELG1-dependent DNA repair in HEK293T cells. HEK293T ELG1-luciferase reporter, luminescence, 16 h; DNA damage induced by 5-fluorouridine. Potency, µM (series often up to 46.1 µM), without a hit: at the top dose activity change, negative = inhibition, usual class: inhibitors. hit rate 2.3% among 330,000. AID 504467; further: potency means the concentration at half of the fitted maximal effect; on the % scale 0 is the no-effect control and ±100 the full control effect; nearly all actives have a fitted effect of over 55% in size
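Step one: seed 2,000 cells per well. Step two: pin-transfer compound or DMSO alongside 5-fluorouridine. Step three: incubate 16 hr, 37 °C, 5% CO2. Step four: add ONE-Glo, wait 30 min, read luminescence.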
USP2a inh – inhibitors of human ubiquitin-specific protease USP2a; hit rate 0.01% among 330,000; Potency, µM (doses to about 38.3 µM), inactives show top-dose activity change, negative = inhibition, hits mostly inhibitors; USP2 core, Ub-CHOP2 coupled fluorogenic reporter, 485/531; O75604;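 further: potency means the concentration at half of the fitted maximal effect; plate controls were DMSO wells for no effect and full inhibition by NEM control for full effect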
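Cell-free coupled assay: 10nM USP2 core preincubated 30min RT with compound in Tris-HCl pH 8.0/CaCl2/CHAPS buffer, then 25nM Ub-CHOP2 and 25nM reporter substrate; fluorescence (Ex 485/Em 531) read after 60min RT, normalized to NEM inhibition, concentration-response curves fitted.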
* marks the source's active call; other numbers are inactive results; ? = inconclusive; . = not tested or not shown; [ ] = remark or other dose. Unless noted, the call rests on the fitted dose curve; in most records, active means well fitted curve in the direction sought with a large enough effect; inconclusive means small, poorly fitted or top-dose-only effect, or another doubt; inactive means no such curve, though single readings can be large; an effect the other way counts as inactive or inconclusive.

SMILES | PTAP TSG101 blk | Mito fusion yeast | TCR act | Eya2 phos inh | TSHR antag | uPA surface inh | Chronic BCR inh | B2AR arrestin | Tb PFK inh | ELG1 DNA repair | USP2a inh
CCOC(=O)C1=C(C)N=c2s/c(=C\c3ccc(OCC(=O)O)c(OC)c3)c(=O)n2C1c1ccc(OC)cc1 (configuration not stated) | 4% | 1% | -4% | -8% | -11 | -1% | 1% | -0.3% | 5% | 9% | -8%
CC(O)[C@@H](C(=O)N1CCNCC1)n1cc(CCCCN)nn1 (some centres not stated) | -3% | -1% | -2% | -1% | 0 | 10% | ? | 0.5% | -1% | 12% | 0%
C#CCn1c(=NC(=O)CN2C(=O)CCC2=O)sc2cc(S(N)(=O)=O)ccc21 | 0% | 0% | 6%[46.1 µM] | -2% | -6 | -1% | -1% | 0.0% | -1% | -1% | 1%
Cc1ccccc1C(=O)NCCCNC(=O)c1ccco1 | 3% | -3% | 9% | 8% | 6 | 2% | 2% | -0.3% | 4% | 2% | 0%
O/N=C1/C2C3C(Br)C4C5CC(C1C53)C24 (configuration not stated) | -6% | -3% | 3%[46.1 µM] | 5% | -1 | 4% | 0% | -0.5% | 1% | -15% | 5%
COc1ccc(OCc2cc(C(=O)N(Cc3nccn3C)C(C)C)no2)c2ccccc12 | 4% | -1% | -1% | -4% | -11 | ? | 1% | -0.9% | -4% | ? | -1%
COc1ccccc1N=C1SC(C)CN1C(=O)C1CCC1 (configuration not stated) | . | -5% | . | 6% | 42 | . | ? | 0.4% | -2% | 15% | 0%
CS(=O)(=O)N(CC(=O)N1CCc2ccccc2C1)Cc1ccc(Cl)cc1 | -2% | 26% | -70% | -18% | 18 | . | ? | 3.5% | 2% | 1% | 0%
O=S(=O)(c1ccccc1)N1N=C(c2ccc(O)cc2)CC1c1ccco1 (configuration not stated) | 0% | 3% | 1% | 3% | -8 | ? | ? | -0.3% | 1% | ? | -2%
COC(=O)c1ccccc1NC(=S)NC(=O)c1ccccc1 | 1% | 0% | -12% | -8% | -3 | -6% | -13% | -0.2% | -17% | 18% | -1%
CN(C)/C=N/c1c(C#N)cnn1C | -3% | 4% | 12% | -3% | 5 | 2% | 1% | -0.8% | 0% | -5% | 1%
Cc1ccc(S(=O)(=O)NCC(=O)OC(C)C(=O)c2ccccc2)cc1 (configuration not stated) | -1% | -4% | -1% | -11% | -8 | -5% | -4% | 0.1% | 3% | 12% | -4%
CCCn1c(S(=O)(=O)O)nc2ccccc21 | -6% | 1% | 3% | -19% | 7 | 1% | 6% | -0.7% | 1% | 0% | 0%
FC(F)Oc1ccc(-n2cc(-c3ccccc3)[n+]3c2CCCCC3)cc1 | 1% | 2% | 2% | -5% | 4 | -9% | 11% | 0.5% | 3% | 16µM* | 2%
COc1ccccc1CCNC(=O)c1cc(-c2ccncc2)nc2ccc(Br)cc12 | -5% | 14% | -28% | -2% | -12 | -1% | -3% | -0.5% | 2% | ? | -1%
CC1(C)C(=O)OC(/C=C/c2cccc([N+](=O)[O-])c2)C(C)(C)C1=O (configuration not stated) | -7% | -7% | -13% | 4% | -12 | 10% | -1% | -0.5% | 1% | -1% | 2%
COc1ccc(C(=O)NNC(=O)c2ccc(S(=O)(=O)N3CCCCC3)cc2)cc1 | -5% | 3% | 2% | 2% | 9 | 8% | 0% | -0.3% | 5% | 2% | -1%
CCCNC(=O)NC(=O)COC(=O)c1ccc(OC)c(S(=O)(=O)N2CCCc3ccccc32)c1 | -5% | -2% | -1% | 0%[15.4 µM] | -8 | 10% | -3% | 0.1% | 2% | ? | 4%
CCCC(c1nnnn1CC1CCCO1)N1CCN(c2nc3ccccc3s2)CC1 (configuration not stated) | -9% | 13% | 3%[46.1 µM] | -7% | -10 | 1% | ? | -0.4% | -1% | 23µM* | 0%
O=C1C(Cl)=C(NC2CCCCC2)C(=O)N1Cc1ccccc1 | 0% | 25% | 6% | 1% | -15 | -2% | ? | 0.0% | -5% | -7% | 2%
O=C(Cc1n[nH]c(=O)[nH]c1=O)N/N=C/c1ccccc1O | -1% | 2% | . | 0% | 0 | 1% | -2% | 0.2% | 0% | 2% | 0%
C[C@@H]1COC(=O)[C@H](Cc2ccc(F)cc2)CC/C=C/C[C@@H](CC(=O)N[C@H](CO)Cc2ccccc2)C(=O)N1 | -1% | . | -6% | 1% | -2 | -4% | 0% | -1.1% | 8% | 5% | 3%
Cc1cnc(C(=O)OCC(=O)c2ccccc2)cn1 | -3% | -8% | 3% | -10% | 0 | 1% | 0% | -0.6% | 1% | 6% | 1%
Cn1cc(C(C[N+](=O)[O-])c2ccccc2)c2ccccc21 (configuration not stated) | -6% | 28% | 4% | 0% | 21 | ? | 1% | 0.0% | -12% | ? | -4%
O=C(Oc1cccc(C(=S)N2CCOCC2)c1)c1ccc([N+](=O)[O-])cc1 | 0% | -4% | 4% | -7% | 2 | -1% | -13% | -0.8% | -4% | -7% | 1%
COc1cccc(OCc2nn3c(=O)c(-c4ccccc4)nnc3s2)c1 | 0% | 13% | -1% | 9% | -10 | 2% | ? | 0.2% | 0% | -1% | 5%
CC1(N2CCOCC2)C(=O)c2ccccc2C1=O | 0% | -2% | 0%[46.1 µM] | 1% | 0 | 0% | 0% | -0.7% | 0% | 1% | 1%
O=C(NCc1ccco1)c1ccccc1NC(=O)C1CC(=O)N(c2ccc(Cl)cc2)C1 (configuration not stated) | -2% | 4% | -7% | 4% | 1 | -1% | -6% | 0.0% | 7% | ? | -1%
Cc1cnc(NC(=O)c2ccc3c(c2)C(=O)N(Cc2cccnc2)C3=O)s1 | -2% | 1% | 9% | -4% | 3 | 13% | 0% | 0.4% | -1% | -2% | -1%
COc1ccc(-c2nn(-c3ccccc3)cc2C(=O)N(C)C)cc1 | -3% | 8% | -4% | -7% | 8 | 17% | -6% | 0.3% | 3% | 0% | -1%

Among those listed so far, these have a furan ring, fused or not.
SMILES | PTAP TSG101 blk | Mito fusion yeast | TCR act | Eya2 phos inh | TSHR antag | uPA surface inh | Chronic BCR inh | B2AR arrestin | Tb PFK inh | ELG1 DNA repair | USP2a inh
Cc1ccccc1C(=O)NCCCNC(=O)c1ccco1 | 3% | -3% | 9% | 8% | 6 | 2% | 2% | -0.3% | 4% | 2% | 0%
O=S(=O)(c1ccccc1)N1N=C(c2ccc(O)cc2)CC1c1ccco1 (configuration not stated) | 0% | 3% | 1% | 3% | -8 | ? | ? | -0.3% | 1% | ? | -2%
O=C(NCc1ccco1)c1ccccc1NC(=O)C1CC(=O)N(c2ccc(Cl)cc2)C1 (configuration not stated) | -2% | 4% | -7% | 4% | 1 | -1% | -6% | 0.0% | 7% | ? | -1%

Other results follow:
SMILES | PTAP TSG101 blk | Mito fusion yeast | TCR act | Eya2 phos inh | TSHR antag | uPA surface inh | Chronic BCR inh | B2AR arrestin | Tb PFK inh | ELG1 DNA repair | USP2a inh
CCOC(=O)c1c(NC(=O)COC(=O)c2ccccc2NC)sc(C(=O)N(C)C)c1C | -1% | 3% | 1% | -8% | 8 | -2% | 2% | 0.5% | 3% | 18µM* | 0%
Cc1cc2ccccc2c(=O)n1CC(=O)N1CCN(c2cccc(Cl)c2)CC1 | -10% | 10% | 3% | -19% | -6 | -2% | 8% | -0.1% | -3% | 16% | -7%
O=C(Cn1c(=O)oc2ccccc21)Nc1ccccc1N1CCOCC1 | -6% | -1% | -114% | -4% | 10 | -3% | ? | -0.2% | 0% | 6% | 2%
CCOc1cc(S(=O)(=O)N2CCC(c3nc4ccccc4s3)CC2)c(OCC)cc1S(=O)(=O)N1CCCCC1 | 0% | -2% | 2% | 2% | 29 | 12% | -3% | -1.7% | -1% | -3% | 1%
Cc1noc(C)c1CSc1nnc(-c2ccccc2)n1Cc1ccco1 | -12% | -2% | 1% | 6% | 2 | -5% | ? | 0.5% | -5% | ? | -2%
